Bioassay records from PubChem.
TGFb SMAD3 inh = TGF-b pathway inhibition; HepG2 CAGA-GFP TGF-b/SMAD3 reporter, GFP fluorescence, 18 h; TGF-beta stimulated, 500 pg/mL final; hit rate 1.2% among 410,000; AID 588855; Potency, µM (highest dose often 46.1 µM), without a hit: at the highest dose activity, negative = inhibition, actives largely listed as inhibitors; also: % is scaled to controls: 0 for no effect and ±100 for the full control effect; nearly all actives have a fitted effect of over 65% in size
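Inhibition of TGF-beta-driven CAGA-GFP reporter expression in HEPG2 cells is measured by cellular GFP fluorescence after 18 h stimulation with 500 pg/mL recombinant TGF-beta in 1% FBS medium at 37 degrees C.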
HepG2 tox = counter-screen for TGF-b inhibitors: cytotoxicity in HepG2 cells. hit rate 0.76% among 410,000. Potency, µM (series often up to 46.1 µM), for inactives: top-dose activity change, negative = cytotoxicity, hits mostly cytotoxic. HepG2 CAGA-GFP viability, ATP luminescence, 18 h. AID 588856; also: some results filed as inactive show a strong effect at the top dose
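CellTiter-Glo luminescence gave cytotoxicity after 18 hours at 37 degrees C. The cells were HepG2 CAGA-GFP in 1% FBS DMEM, stimulated with 500 pg/mL TGF-beta after compound addition. %Activity was normalised to no-cell wells (complete cell-killing) and DMSO (no toxicity), and curves were fitted and classified.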
Nrf2 ARE act = activates Nrf2 signaling. AREc32 ARE-luciferase reporter (MCF7-derived line), luminescence, 24 h. Potency, µM (titrated, usually from 46.1 µM), without a hit: top-dose activation, most hits filed as activators. hit rate 0.31% among 410,000. AID 624171; also: % of control where 0% means no effect; nearly all actives have a fitted effect of over 65% in size
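Luciferase luminescence (Steady-Glo, 30 min at room temperature) served as the read-out of ARE activation in AREc32 cells treated with compounds for 24 hr at 37 deg C.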
EPAC2 antagonist = EPAC2 (human) antagonism; AID 720708; Q8WZA2; Potency, µM (highest dose often 114 µM), for the others: at the highest dose activity, negative = inhibition, most hits filed as inhibitors; hit rate 0.18% among 360,000; EPAC2 GEF exchange of Rap1B-BODIPY-GDP, fluorescence; also: % is scaled to controls: 0 for no effect and ±100 for the full control effect; nearly all actives have a fitted effect of over 45% in size; many of its hits are not listed in these tables
Target sequence (Q8WZA2 whole entry, looked up): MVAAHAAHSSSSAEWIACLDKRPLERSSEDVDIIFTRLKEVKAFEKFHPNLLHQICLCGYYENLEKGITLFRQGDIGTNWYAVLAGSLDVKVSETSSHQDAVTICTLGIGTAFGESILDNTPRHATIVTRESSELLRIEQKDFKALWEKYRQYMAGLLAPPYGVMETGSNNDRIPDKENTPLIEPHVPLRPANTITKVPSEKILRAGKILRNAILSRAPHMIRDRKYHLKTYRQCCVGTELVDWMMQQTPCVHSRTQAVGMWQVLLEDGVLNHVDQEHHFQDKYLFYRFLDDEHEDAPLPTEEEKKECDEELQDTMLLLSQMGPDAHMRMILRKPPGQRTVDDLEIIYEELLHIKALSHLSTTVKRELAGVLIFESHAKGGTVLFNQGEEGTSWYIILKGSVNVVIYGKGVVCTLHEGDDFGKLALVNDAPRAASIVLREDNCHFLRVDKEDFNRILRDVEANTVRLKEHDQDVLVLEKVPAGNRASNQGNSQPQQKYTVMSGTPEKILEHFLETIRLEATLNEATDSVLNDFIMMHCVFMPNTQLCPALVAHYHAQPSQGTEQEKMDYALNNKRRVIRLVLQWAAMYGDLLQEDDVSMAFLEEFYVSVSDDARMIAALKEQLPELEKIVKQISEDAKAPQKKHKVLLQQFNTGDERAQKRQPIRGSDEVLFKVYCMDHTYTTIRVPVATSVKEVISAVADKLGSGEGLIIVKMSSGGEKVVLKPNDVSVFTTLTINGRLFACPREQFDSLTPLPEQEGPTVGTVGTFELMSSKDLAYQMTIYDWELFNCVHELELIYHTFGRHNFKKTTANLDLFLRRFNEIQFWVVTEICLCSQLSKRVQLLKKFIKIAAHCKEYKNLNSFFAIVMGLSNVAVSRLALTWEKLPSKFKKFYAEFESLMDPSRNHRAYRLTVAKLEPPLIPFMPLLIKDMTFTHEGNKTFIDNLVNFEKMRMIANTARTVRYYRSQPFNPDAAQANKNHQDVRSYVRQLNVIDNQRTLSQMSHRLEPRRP
Nrf2 block = Nrf2 pathway inhibition. A549 ARE-Fluc reporter, luciferase luminescence, 18-24 h. Potency, µM (series often up to 46 µM), for inactives: at the top dose activity change, negative = inhibition, most hits filed as inhibitors. hit rate 2.1% among 360,000. AID 504444; also: % is scaled to controls: 0 for no effect and ±100 for the full control effect; nearly all actives have a fitted effect of over 60% in size
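Quantitative HTS in A549 cells stably bearing an antioxidant response element-firefly luciferase construct. Inhibition of Nrf2-driven transcription was scored by luminescence after 18-24 h of compound exposure at 37 °C.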
S2 tox = viability counter-screen for ATXN expression inhibitors; Potency, µM (top dose mostly 56.7 µM), hits mostly cytotoxic; S2 cells (HEK-293 line with an ATXN2-luciferase reporter) viability, CellTiter-Fluor protease fluorescence, 24 h; hit rate 0.49% among 400,000; also: nearly all actives have a fitted effect of over 40% in size
MCF10A rerep = DNA re-replication induction in MCF 10a cells; MCF 10A DNA re-replication, Hoechst nuclear intensity, 48 h; Potency, µM (top dose mostly 46.1 µM), inactives show at the highest dose activity, positive = re-replication, hits mostly activators; hit rate 2.9% among 350,000; also: % of control where 0% means no effect; nearly all actives have a fitted effect of over 50% in size
ATXN2 expr inh = ATXN2 expression inhibition | HEK-293 ATXN2-luciferase reporter, luminescence, 24 h | Potency, µM (titrated, usually from 57 µM), for inactives: at the top dose activity change, negative = inhibition, actives largely listed as inhibitors | hit rate 0.72% among 360,000; also: % is scaled to controls: 0 for no effect and ±100 for the full control effect; nearly all actives have a fitted effect of over 55% in size
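ATXN2-luciferase reporter cells (luciferase flanked by upstream and downstream ATXN2 gene portions) were treated 24 h at 37 °C with compounds at up to 57 uM. SteadyGlo luminescence gave expression; GF-AFC fluorescence gave viability.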
A549 viability = A549 cytotoxicity, counter-screen for Nrf2 inhibitors. hit rate 0.16% among 390,000. AID 504648. Potency, µM (titrated, usually from 46 µM), for inactives: at the highest dose activity change, negative = cytotoxicity, hits mostly inhibitors. A549 ARE-Fluc cells, CellTiter-Fluor viability, 18-24 h; also: % is scaled to controls: 0 for no effect and ±100 for the full control effect
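Cytotoxicity counterscreen: CellTiter-Fluor fluorescence was measured in A549 ARE_Fluc cells after 18-24 h of compound exposure in a concentration series. The subsequent BugLite luminescent read reports ARE-luciferase activity.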
An asterisk follows results filed as active; i = inactive; ? = inconclusive; · = no result given; & = joins results of further samples; [ ] = dose if it differs, or a comment. Calls follow the shape of the dose curve; as a rule, active = well fitted curve in the direction sought with a large enough effect; inconclusive = small, poorly fitted or top-dose-only effect, or another doubt; inactive = no such curve, though single readings can be large; an effect the other way counts as inactive or inconclusive. Potency is read from the fitted curve at half-maximal effect.

SMILES	TGFb SMAD3 inh	HepG2 tox	Nrf2 ARE act	EPAC2 antagonist	Nrf2 block	S2 tox	MCF10A rerep	ATXN2 expr inh	A549 viability
COc1cc(-c2nnc3sc(-c4ccco4)nn23)cc(OC)c1OC	13.4%	-5.5%	5.5%	11.8%	-2.7%	i	2.6%	-10.5%	-0.9%
COc1cccc(OCC(=O)NC2CC(=O)N(c3cccc(OC)c3)C2)c1 (configuration not stated)	-2.2%	-4.1%	4.7%	·	·	·	·	·	17.8%
CC(C)P(=O)(Cc1cccc(C#N)c1)C(C)C	-22.7%	-2.6%	-0.4%	-0.2%	2.7%	i	?	0.0%	2.0%
CC(C)N1CN=C(Nc2nc3ccccc3o2)NC1	2.4%	-25.2%	4.7%	-0.5%	?	i	0.5%	·	2.3%
Cc1ccc(S(=O)(=O)NCCC(=O)NC2CCC(C)CC2)cc1 (configuration not stated)	-12.2%	-15.8%	-1.0%	5.1%	3.4%	?	9.5%	-9.2%	-5.5%
O=C(CSc1nc2c(sc3ccccc32)c(=O)n1CCCN1CCCC1)NCc1ccco1	0.0%	-2.7%	3.5%	3.0%	0.0%	?	?	-4.0%	?
CC(=O)N1CCc2cc(S(=O)(=O)NC(CC(C)C)C(=O)NCCc3cccc(C)c3)ccc21 (configuration not stated)	-2.3%	-1.6%	0.4%	·	-6.1%	i	·	-4.4%	-4.7%
CSc1ccc(OC2(C)CCN(Cc3ccccc3)C2)cc1 (configuration not stated)	23.4%	-33.5%	-1.1%	-2.0%	·	i	·	6.0%	·
Cc1cnc(NC(=O)Nc2ccccc2)c(C)n1	16.4%	9.6%	-0.1%	11.8%	-0.3%	i	6.4%	9.7%	-6.3%
O=C(COC(=O)C1CC1)Nc1nc(-c2ccc(F)c(F)c2)cs1	?	-25.6%	2.8%	-2.0%	2.9%	i	2.3%	14.7%	0.0%
CCN(CC)C(=O)CC(c1cc(OC)c(OC)c(OC)c1)c1c(O)cc(OC)cc1OC (configuration not stated)	?	5.4%&-13.2%	-0.5%	-2.3%	6.4%&-6.8%	i	1.7%	3.7%	-3.2%&-0.8%
COc1cc(C(=O)N/N=C/c2coc3ccccc3c2=O)cc(OC)c1OC	-3.7%	8.6%	0.3%	11.7%	2.2%	i	39.4%	27.1%	3.8%
O=C1c2ccccc2C(=O)N1c1ccc(O)cc1	1.5%	-9.8%	·	·	12.6%&-6.1%	·	·	·	3.4%&2.1%
NC(=O)COc1ccc(C23CC4CC(CC(C4)C2)C3)cc1	-5.1%	-16.8%	3.6%	-7.6%	25.3%	i	4.9%	·	-7.4%
Cc1ccc(C(=O)OCC(=O)NCc2ccc3c(c2)OCO3)o1	2.0%	1.3%	0.6%	16.6%	-7.2%	i	-1.3%	9.7%	-1.7%
COc1cccc(C=O)c1OCCCOc1cccc2cccnc12	?	-47.9%	-0.1%	-17.7%	26.0%	·	?	·	-7.2%
Cc1cc(C)cc(NC(=O)Cn2c(=O)n(Cc3ccco3)c(=O)c3oc4ccccc4c32)c1	-19.1%	-1.8%	2.7%	·	14.6%	i	·	-17.2%	-1.9%
COc1ccc(C)cc1NC(=O)c1cc2ccccn2n1	-1.2%	-6.9%	18.1%	·	-20.7%	i	·	26.7%	4.2%
COc1cc(C(=O)NNC(=O)/C=C/c2ccccc2)cc(OC)c1OC	5.6%	-9.3%	22.1%	-8.4%	-17.1%	i	?	12.1%	3.3%
COc1cc([N+](=O)[O-])ccc1-c1ccc(/C=C2\C(=O)ON=C2c2ccccc2)o1	-1.9%	-28.2%	-0.7%	50.1µM*	-0.4%	i	24.8%	·	3.7%
COC(=O)c1cn(C(=O)c2ccccc2Cl)c2ccccc12	-5.6%	-13.0%	-0.5%	28.2µM*	4.8%	i	?	-37.3%	-0.9%
CC(=O)c1c(C)nc(-c2ccc(OCC(=O)Nc3ccccc3)cc2)n1O	4.3%	-0.9%	0.4%	1.7%	-22.5%	i	6.1%	7.9%	-0.9%
COC(=O)c1ccccc1NC(=O)C(Cc1ccccc1)N1Cc2ccccc2C1=O (configuration not stated)	-22.3%	-3.3%	4.3%	·	-10.7%	·	·	·	-0.5%
CN(C)S(=O)(=O)N1CCN(c2cc(Cl)ccc2Cl)CC1	3.6%	-15.1%	0.4%	0.0%	-10.2%	i	10.5%	-7.0%	9.9%
CCC(N)C12CC3CC(CC(O)(C3)C1)C2 (configuration not stated)	0.0%	-8.0%	0.2%	12.3%	-11.6%	i	18.8%	-8.0%	-9.8%
CCC(C)NC(=O)CNC(=O)Cn1c(C)cc2ccccc2c1=O (configuration not stated)	-2.8%	8.9%	-0.7%	0.8%	-14.4%	i	1.1%	-22.6%	0.3%
COc1ccc(/C=C/C(=O)NC(=S)NNC(=O)Cc2cccs2)cc1OC	-1.1%	-28.5%	2.0%	-7.7%	-16.7%	i	-0.8%	-12.8%	1.3%
CCOC(=O)C1CCN(C(=O)c2nn(-c3ccc(OC)c(Cl)c3)c(=O)c3c2c2ccccc2n3C)CC1	-22.3%	2.6%	4.9%	·	11.4%	·	·	·	-6.1%
CCN(CCNC(=O)C1CCCN(c2ncnc3c2nc2n3CCCCC2)C1)Cc1ccccc1 (configuration not stated)	-6.2%	-23.3%	0.5%	16.2%	7.9%	i	-5.5%	·	1.0%
O=C1C2CC=CCC2C(=O)N1c1ccc(NCCc2ccc(Cl)cc2)c([N+](=O)[O-])c1 (configuration not stated)	-23.0%	-5.0%	-0.2%	0.2%	-20.2%	i	?	2.8%	-8.4%
CCO[C@@H]1OC(C(=O)O)=C[C@H](c2csc3ccccc23)[C@H]1CCCO	2.2%	-15.2%	-1.1%	8.1%	7.3%	i	-1.3%	0.5%	0.0%
O=C(Nc1ccccc1F)n1ncc2cc(Cl)ccc21	-10.9%	-5.1%	4.7%	8.9%	19.1%	i	-9.0%	11.0%	3.2%
Cc1cc(Br)c(Cl)cc1NC(=O)CN1C(=O)C2C3CC(c4ccccc4)C(C3)C2C1=O (configuration not stated)	?	-5.1%	3.7%	-17.0%	-20.3%	?	?	7.3%	0.5%
COc1ccc(C(=O)NCC(=O)OCC(=O)c2c(C)[nH]c3ccccc23)cc1OC	-11.0%	-28.6%	-0.8%	4.9%	-4.1%	i	-1.4%	-4.7%	0.5%
Cc1ccccc1CNC(=O)C(=O)NCC1CCCN1S(=O)(=O)c1cccs1 (configuration not stated)	20.7%	-17.4%	-0.6%	2.9%	-8.8%	i	13.4%	-4.3%	1.3%
Cc1ccccc1CC(=O)Nc1ccc2c(c1)c(=O)n(C)n2-c1ccccc1F	0.4%	-1.6%	0.1%	0.4%	·	i	·	12.7%	·
CC(C)(C)c1ccc(C(=O)CCC(=O)OCC(=O)NCCc2ccc(S(N)(=O)=O)cc2)cc1	1.6%	-3.1%	-2.0%	-0.8%	-18.7%	i	1.4%	-11.9%	13.4%
CCOc1ccccc1CNC(=O)c1ccc(NC(=O)N2CCSc3ncccc32)cc1	-27.8%	9.2%	1.2%	·	18.4µM*	·	·	·	2.4%
O=C(N1CCN(c2ccccc2F)CC1)C12CC3CC(CC(C3)C1)C2	-4.1%	-8.8%	-0.8%	0.4%	-11.2%	i	?	-12.9%	?
Cc1ccc(-n2nc(C(=O)NCc3ccc(C)o3)c3c4ccccc4n(C)c3c2=O)cc1	1.8%	-22.1%	0.0%	-2.3%	?	i	11.1%	-7.3%	-4.6%
Cc1cccc(N2CCN(c3ncnc4c3c(-c3ccccc3)cn4-c3ccccc3)CC2C)c1 (configuration not stated)	?	-10.7%	-0.6%	·	·	·	·	·	4.5%
CNS(=O)(=O)c1cccc(C(=O)OCC(=O)N2CC(C)OC(C)C2)c1 (configuration not stated)	-11.8%	-3.7%	0.6%	1.4%	-3.0%	i	-16.2%	-7.5%	0.1%
COc1ccc(OC)c2c(C)cc(N3CCCCCC3)nc12	?	-29.6%	-1.3%[9.22 µM]	-2.5%	-10.3%	i	-5.9%	?	-6.3%
COc1ccc(-c2cc(NC=O)c3ncc(-c4cccc(C(=O)NCCN(C)C)c4)n3c2)c(OC)c1	?	-82.2%	5.1%	4.7%	·	?	·	-24.2%	·
C/C(CC(=O)Nc1ccc2c(c1)OCCO2)=N\NC(=O)Cc1ccccc1	-1.3%	-9.6%	-0.2%	3.5%	?	i	-7.5%	-4.9%	-5.0%
O=C(C1CCCN(S(=O)(=O)c2ccc(Br)s2)C1)N1CCCCCC1 (configuration not stated)	?	-6.4%	-0.3%	-3.7%	·	i	8.3%	-24.1%	4.2%
CCN(CC)C(=O)C1CCN(c2nnc(C)c3c(C)n(-c4ccc(Cl)cc4)nc23)CC1	-22.4%	-3.1%	0.9%	·	?	i	·	12.3%	-7.5%
O=C(c1ccc(-c2ccccc2Cl)o1)N1CCN(S(=O)(=O)c2cccs2)CC1	?	-35.1%	6.2%	-8.5%	?	i	?	9.3%	1.0%
CCc1nc(SCC(=O)Nc2ccc([N+](=O)[O-])cc2)n[nH]1	11.0%	4.4%	-1.3%	8.4%	-11.9%	i	-0.2%	-24.2%	-23.6%
C=C(C)Cc1c(C)c(C#N)c2[nH]c3ccccc3n2c1=O	-32.2%	-18.3%	3.4%	-5.0%	28.3%	i	?	-34.3%	10.2%
Cc1cccc(-c2noc(-c3ccc(F)cc3)n2)c1	5.7%	-16.4%	-1.5%	-6.7%	?	i	-1.2%	69.1%[activator]	-10.6%

Rewritten bar-delimited: four of the compounds above
mol | TGFb SMAD3 inh | HepG2 tox | Nrf2 ARE act | EPAC2 antagonist | Nrf2 block | S2 tox | MCF10A rerep | ATXN2 expr inh | A549 viability
O=C(C1CCCN(S(=O)(=O)c2ccc(Br)s2)C1)N1CCCCCC1 (configuration not stated) | ? | -6.4% | -0.3% | -3.7% | · | i | 8.3% | -24.1% | 4.2%
C=C(C)Cc1c(C)c(C#N)c2[nH]c3ccccc3n2c1=O | -32.2% | -18.3% | 3.4% | -5.0% | 28.3% | i | ? | -34.3% | 10.2%
CCN(CC)C(=O)C1CCN(c2nnc(C)c3c(C)n(-c4ccc(Cl)cc4)nc23)CC1 | -22.4% | -3.1% | 0.9% | · | ? | i | · | 12.3% | -7.5%
Cc1cccc(-c2noc(-c3ccc(F)cc3)n2)c1 | 5.7% | -16.4% | -1.5% | -6.7% | ? | i | -1.2% | 69.1%[activator] | -10.6%

A portion of the library (hit frequency here may not be typical).
